Compound activity as filed in PubChem.
APJ ag – agonists of human APJ apelin receptor | P35414 | actives 0.11% (n = 330,000) | activation, % at 20 µM | CHO-K1 APJ PathHunter beta-arrestin, luminescence; 0% DMSO wells, 100% apelin;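 active = activation more than six SD over the plate average, tested at 20 µM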;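 also: 0% = DMSO alone and 100% = apelin-13 at 10 nM; some results filed as inactive read as strong as hits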
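Test system: CHO-K1 APJ beta-arrestin complementation cell line. Amount: cell density 1000 per well. Controls: DMSO negative, 10 nM Apelin-13 positive. Signal: luminescent beta-gal fragment complementation, chemiluminescent substrate. Read-out basis: agonist-driven arrestin binding to APJ. Timing: compound stimulation 90 min at 25 °C, detection 60 min.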
tim10-1 inh – inhibits growth of tim10-1 mutant yeast; S. cerevisiae tim10-1 ts strain growth, BacTiter-Glo, 24 h; AID 463190; actives 2.2% (n = 330,000); inhibition, % at 20 µM;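 active = inhibition of at least 40%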;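 also: mutant grown at 25 °C; 0% = DMSO wells with yeast and 100% = wells holding no yeast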
CHOP UPR activ – apoptotic UPR (CHOP) activation; CHO-CHOP luciferase reporter, luminescence; percent of tunicamycin response over DMSO baseline; activation, % at 10 µM; actives 0.34% (n = 330,000); AID 449763;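 active = at 10 µM dose, activation of 40% or more, normalized to positive control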;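 also: 100% = tunicamycin at 10 µg/mL and 0% = DMSO alone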
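System: CHO-CHOP luciferase reporter cell line; amount: 500 cells/well; buffer or medium: F12 medium containing 10% fetal bovine serum; incubation: 6 h compound exposure at 37 °C after overnight seeding; measured by: luciferase luminescence after 10 min with Steady-Glo reagent; evaluation: % reporter activation, DMSO baseline versus tunicamycin full activation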
APJ antagonist – blocks the human apelin receptor APJ; P35414; CHO-K1 APJ beta-arrestin complementation, luminescence; inhibition, % at 20 µM; actives 0.32% (n = 330,000); AID 2521;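 active = inhibition above about 40% at 20 µM, limit read from the data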;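 also: cells challenged with 10 nM apelin-13 agonist together with compound; plate controls were apelin-13 plus DMSO wells for no effect and DMSO wells lacking apelin-13 for full effect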
Mdm2 MdmX PPI – disrupts the human Mdm2-MdmX interaction; inhibition, % at 8 µM; actives 3% (n = 330,000); AID 485346; O15151+Q00987; SaOS-2 split-luciferase Mdm2/MdmX complementation, luminescence;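 active = inhibition of at least 50% at 8 µM in the primary screen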
Target sequence (O15151 whole entry, looked up): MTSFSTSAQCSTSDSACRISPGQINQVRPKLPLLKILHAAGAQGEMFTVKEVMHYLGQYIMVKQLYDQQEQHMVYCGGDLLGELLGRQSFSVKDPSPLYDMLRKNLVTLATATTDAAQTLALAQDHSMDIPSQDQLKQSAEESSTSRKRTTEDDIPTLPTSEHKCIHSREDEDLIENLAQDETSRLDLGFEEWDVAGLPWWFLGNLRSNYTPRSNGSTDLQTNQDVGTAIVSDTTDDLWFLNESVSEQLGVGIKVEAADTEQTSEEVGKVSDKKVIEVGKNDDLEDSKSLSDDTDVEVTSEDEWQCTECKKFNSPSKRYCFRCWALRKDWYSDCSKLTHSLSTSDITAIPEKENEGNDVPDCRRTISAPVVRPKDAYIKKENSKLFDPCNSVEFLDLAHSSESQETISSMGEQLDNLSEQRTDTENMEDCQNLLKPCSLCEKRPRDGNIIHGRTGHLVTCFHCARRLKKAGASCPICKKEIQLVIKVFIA
Target sequence (Q00987 whole entry, looked up): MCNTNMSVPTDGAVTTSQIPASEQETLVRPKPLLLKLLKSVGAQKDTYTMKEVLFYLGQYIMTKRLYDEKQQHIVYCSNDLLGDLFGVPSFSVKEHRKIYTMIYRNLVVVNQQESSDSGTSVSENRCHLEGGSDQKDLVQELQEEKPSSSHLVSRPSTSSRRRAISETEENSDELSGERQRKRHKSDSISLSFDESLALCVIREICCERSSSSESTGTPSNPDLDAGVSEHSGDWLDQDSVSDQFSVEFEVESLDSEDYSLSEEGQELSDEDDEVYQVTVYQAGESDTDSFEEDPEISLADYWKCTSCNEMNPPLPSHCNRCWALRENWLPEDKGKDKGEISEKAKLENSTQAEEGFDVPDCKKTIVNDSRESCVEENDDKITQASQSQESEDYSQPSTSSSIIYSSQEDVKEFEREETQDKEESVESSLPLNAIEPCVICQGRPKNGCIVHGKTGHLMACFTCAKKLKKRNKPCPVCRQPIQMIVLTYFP
TIM10 inh – growth inhibitors of TIM10 yeast strain. S. cerevisiae TIM10 strain growth, BacTiter-Glo luminescence, 24 h. inhibition, % at 10 µM. actives 1.4% (n = 330,000). AID 463195;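 active = inhibition of 40% or more at the single tested concentration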;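 also: wild-type TIM10 isogenic control strain grown at permissive 25 °C; 0% = DMSO yeast wells and 100% = minimal medium wells without yeast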
tim23-1 inh – tim23-1 yeast growth inhibition; S. cerevisiae tim23-1 growth, BacTiter-Glo luminescence, 24 h; inhibition, % at 20 µM; actives 1.3% (n = 330,000); AID 463212;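 active = growth inhibition of the mutant yeast at or above 50%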;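 also: temperature-sensitive mutant grown at 25 °C; plate controls were DMSO-treated mutant yeast for no effect and medium wells lacking yeast for full effect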
CXCR6 block – blocks human CXCR6 beta-arrestin recruitment; inhibition, % at 20 µM; O00574; CHO-K1 PathHunter CXCR6 beta-arrestin, luminescence; AID 602244; actives 0.36% (n = 360,000); in the data active = inhibition above about 34%, passing the limit was not always enough;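 also: antagonist mode with CXCL16 agonist at 10 nM final; 0% = 10 nM CXCL16 with DMSO and 100% = unstimulated wells without agonist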
XBP1 UPR activ – adaptive UPR (XBP1) activation. CHO-XBP1 luciferase reporter, IRE1-XBP1 UPR activation, luminescence; percent of tunicamycin response, DMSO as zero. activation, % at 20 µM. actives 0.33% (n = 330,000). AID 463104;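 active = versus positive control, 20 µM dose yields 30% or more activation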;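 also: 100% = tunicamycin at 10 µg/mL and 0% = DMSO only wells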
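assay system = CHO-XBP1 luciferase reporter cells | amount = 1000 cells/well | buffer or medium = F12 plus 10% FBS | compound dosing = single point, 20 µM final compound, 1% DMSO | incubation = 16-18 h cell attachment at 37 °C, then 6 h compound exposure | detection = Steady-Glo luminescence read | controls = tunicamycin 10 µg/mL and vehicle-only wells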
The depositor's hits bear a star.

The first 3 compounds (preview)
SMILES	APJ ag	tim10-1 inh	CHOP UPR activ	APJ antagonist	Mdm2 MdmX PPI	TIM10 inh	tim23-1 inh	CXCR6 block	XBP1 UPR activ
COc1ccc(-n2c(CNC(=O)c3cc(OC)c(OC)c(OC)c3)n[nH]c2=S)cc1	-3	5	-0.4	4	16	-3	19	-3	-2
CNC(=S)N/N=C1\C(=O)c2cccc3cccc1c23	-5	28	33	39	87*	34	4	37	33*
COc1ccc(OC)c(CNC(=O)CCn2nc(C)c3c(C)n(-c4ccccc4)nc3c2=O)c1	-3	17	1.0	6	20	1	8	3	-5

Results, previewed entries included:
SMILES	APJ ag	tim10-1 inh	CHOP UPR activ	APJ antagonist	Mdm2 MdmX PPI	TIM10 inh	tim23-1 inh	CXCR6 block	XBP1 UPR activ
COc1ccc(-n2c(CNC(=O)c3cc(OC)c(OC)c(OC)c3)n[nH]c2=S)cc1	-3	5	-0.4	4	16	-3	19	-3	-2
CNC(=S)N/N=C1\C(=O)c2cccc3cccc1c23	-5	28	33	39	87*	34	4	37	33*
COc1ccc(OC)c(CNC(=O)CCn2nc(C)c3c(C)n(-c4ccccc4)nc3c2=O)c1	-3	17	1.0	6	20	1	8	3	-5
CN(C)CCCN1C(=O)C(O)=C(C(=O)c2cc3ccccc3o2)C1c1ccccc1 (stereo not drawn)	-1	-7	4.2	14	9	-14	-4	8	-2
CC(Sc1ccc(Cl)cc1)C(=O)NCc1cccnc1 (stereo not drawn)	-1	11	-1.4	0	3	-5	-9	-8	-4
COc1cccc(C(=O)N2CCC(O)(c3cccnc3)CC2)c1	-3	3	-1.6	15	10	4	-9	-3	-1
CCC(=O)c1ccc(OCC(=O)OCC(=O)NCCCc2ccccc2)cc1	-3	3	0.0	12	16	2	12	0	-2
Cc1ccc(NC(=O)CCc2nc3sc4c(c3c(=O)[nH]2)CCCC4)nc1	0	-10	-0.4	18	31	-10	-1	-4	-3
CCOC(=O)C1=C(C)NC(C)=C(C(=O)OCC)C1c1cc2ccc(C)cc2[nH]c1=O	-6	11	0.0	-5	43	3	6	-4	-1
Cc1cc(C)cc(C(=O)NCC(=O)OCc2cc([N+](=O)[O-])cc3c2OCOC3)c1	-2	13	1.4	6	-4	2	18	6	-1
NC1C2CN(c3nc4c(cc3F)c(=O)c(C(=O)O)cn4-c3ccc(F)cc3F)CC12 (stereo not drawn)	-1	-3	-5.4	14	3	-13	-2	-2	1
Oc1ccc(-c2csc(-c3cccnc3)n2)c(O)c1	-4	14	3.8	-12	-18	8	-10	2	1
COc1cc(C(=O)N(CCCO)Cc2cc3ccc(C)c(C)c3[nH]c2=O)cc(OC)c1OC	-1	7	-1.9	15	18	12	1	5	-2
O=C(COc1ccc2ccccc2c1)NNC(=O)c1cccs1	3	5	2.7	3	6	-13	6	-2	0
OC(CNCc1ccco1)Cn1c2ccc(Br)cc2c2cc(Br)ccc21 (stereo not drawn)	0	8	18	-10	75*	46*	21	-6	24
CCCOc1ccc(C(CC(=O)O)NC(=O)Cc2ccccc2)cc1 (stereo not drawn)	2	-2	0.3	20	11	-5	1	3	6
O=C1CN(C(=O)COc2ccc(Br)cc2F)c2ccccc2N1	2	18	2.6	-4	3	-22	12	-6	-2
Cc1cc(C(F)(F)F)n(-c2nc(C(=O)O)cs2)n1	-1	-10	-0.8	3	-6	-15	3	8	-2
Cc1cccc(C)c1OCC(=O)Nc1ccccc1C(F)(F)F	-2	17	-0.3	9	-2	17	20	6	2
Cc1nn(C(=O)CCCn2cc([N+](=O)[O-])cn2)c(C)c1Cl	-1	9	2.9	5	-25	11	3	8	-1
Cn1cc(/C=C(\NC(=O)c2ccccc2Cl)C(=O)NCCN2CCOCC2)c2ccccc21	3	4	-0.2	20	16	11	0	0	-2
O=C(CCn1nnc2ccccc21)Nc1nnc(COc2ccc(F)cc2)s1	-2	14	1.1	-5	10	7	-4	5	-2
CN(C)CCNC(=O)CN1C(=O)CSc2ccc(S(=O)(=O)N3CCCCC3)cc21	0	11	-1.1	-14	18	1	1	4	-3
CC1CN(C(=O)C(C)N2C(=O)c3ccccc3C2=O)CC(C)O1 (stereo not drawn)	-3	0	-0.6	0	-12	-3	8	-10	1
COc1ccccc1NC(=O)COC(=O)C12CC3CC(CC(Br)(C3)C1)C2	1	13	0.1	-14	9	16	35	-7	4
O=S(=O)(Nc1cccc(S(=O)(=O)N2CCCC2)c1)c1ccccc1F	-2	-2	-2.8	11	16	-6	-6	3	-1
O=C(NCCCN1CCCC1=O)c1cccnc1	-3	4	-1.7	10	10	-2	-13	-4	4
COc1cc(/C=N/NC(=O)c2ccc([N+](=O)[O-])cc2Cl)cc(Br)c1O	1	-3	-0.1	-64	20	-3	2	7	-1
N#Cc1cc(-c2ccccc2)cn(Cc2c(Cl)cccc2Cl)c1=O	-3	5	0.8	1	19	-1	-1	2	1
CC(C)(C)NC(=O)CN(C(=O)CNC(=O)c1cccs1)c1ccccc1F	0	-13	3.1	19	20	8	5	-9	-6
COc1ccc(C)cc1S(=O)(=O)NCc1cccs1	-2	-3	0.3	11	3	17	12	5	0
O=C(Cn1cnc2cc([N+](=O)[O-])ccc2c1=O)Nc1ccc2c(c1)OCO2	0	-6	-0.4	-42	-30	7	-5	-15	-3
O=C(c1ccco1)N1CCN(c2cccc(Cl)c2)CC1	-2	-29	1.6	-13	-4	-27	13	2	3
Cc1ccc(-c2nc(Nc3cccc(O)c3)c3ccccc3n2)cc1	-3	16	4.5	10	21	22	83*	7	1
COc1ccc(Cl)cc1NC(=O)CN(C)C(=O)C12CC3CC(CC(Cl)(C3)C1)C2	-3	43*	0.6	13	23	27	50	-14	-7
Cc1cc(C)n(/N=C/c2c[nH]c3ccccc23)c(=O)c1C#N	-5	21	0.3	-1	9	10	14	-10	-1
O=S(=O)(c1ccccc1F)N1CCN(C(=S)NCc2ccccc2)CC1	-3	11	1.6	5	8	11	19	-6	-3
COc1ccc(C(=O)N(CN2CCCC2=O)c2ccc(C)cc2)cc1	-2	24	0.2	12	22	16	4	-5	-2
CC[C@H](C)Cc1cn([C@@H](CCCCNC(=O)OC(C)(C)C)C(=O)NCCCCCCCCCCC(=O)N2CCN(C(=O)OC(C)(C)C)CC2)nn1	0	8	6.4	1	10	1	14	6	-1
CC(C)c1cccc(-c2ccc3c(c2)S(=O)(=O)c2cccc(C(=O)O)c2C3=O)c1	-4	19	0.4	12	12	3	14	3	-1
CN(C)CCNc1ccc(Cl)cc1[N+](=O)[O-]	-4	1	-0.5	13	-8	-7	16	-5	-1
Cc1ccccc1-c1nn(-c2ccc(F)cc2F)cc1CNCC(C)O (stereo not drawn)	-5	11	-0.6	8	2	8	3	-3	1
O=C1C(Cc2c[nH]c3ccccc23)NC(=S)N1C1CCCCC1 (stereo not drawn)	-1	-34	-0.3	-24	-2	10	20	15	-2
C=CCNc1c2c(nc3nnnn13)CCCC2	-1	0	0.1	5	-11	2	15	-7	3
O=C(Nc1cccc(S(=O)(=O)N2CCCC2)c1)c1cccc(S(=O)(=O)N2CCOCC2)c1	-1	13	-0.1	3	3	-2	13	-3	0
O=C(NCc1ccccn1)C(=O)NN=C1CCCCCCC1	-2	14	0.0	13	-8	9	5	-1	7
C/C(Cl)=C/CN1C(=O)C2C3C=CC(C3)C2C1=O (stereo not drawn)	-2	5	-0.4	-2	-2	-12	12	-7	-2
CC1CCCN(C(=O)c2ccc(-c3ccccc3Cl)o2)C1 (stereo not drawn)	-8	33	4.5	-8	-126	-8	29	5	6
Cc1ccc(S(=O)(=O)NCc2ccccc2)cc1C(=O)NCc1ccccn1	3	-8	-0.4	6	32	-6	-10	-2	-2
O=C(c1ccc(CSc2ccccc2)cc1)N1CCCCCC1	-1	42*	4.3	5	-93	25	28	-5	3
(list continues)
SMILES	APJ ag	tim10-1 inh	CHOP UPR activ	APJ antagonist	Mdm2 MdmX PPI	TIM10 inh	tim23-1 inh	CXCR6 block	XBP1 UPR activ
Cn1cccc1C(=O)C(=O)Nc1cc(Cl)cc(Cl)c1	2	17	4.9	5	-20	6	26	-6	4
O=C(CSc1nnc(CNC(=O)c2ccc(F)cc2)o1)Nc1nccs1	-3	3	-1.6	-25	-2	3	1	0	-4
CCOC(=O)N1CCC(Nc2c(OCC)c(=O)c2=O)CC1	-2	-12	1.2	-3	17	-13	-8	1	-3
Cc1ccc(C)c(Cn2c(O)c(N=NC(=S)Nc3ccccc3F)c3ccccc32)c1	-2	-2	-0.9	-5	42	7	-16	6	-6
CCc1nc(-c2ccc(-c3ccc(OC)cc3)nc2OC)no1	-4	19	2.6	12	-43	-3	20	5	5
CCCOc1cccc(C(=O)NCCNC(=O)c2ccco2)c1	-1	-16	0.6	-4	12	-8	11	-5	-2
COc1ccc(NC(=S)Nc2cccc(Cl)c2Cl)cc1OC	-4	-5	-1.2	-4	7	-5	1	2	-3
CC(Oc1ccc(Cl)cc1)C(=O)Nc1cccc(S(=O)(=O)N2CCOCC2)c1 (stereo not drawn)	-3	21	-0.8	1	-16	-6	13	1	-4
CCN(C(=O)COC(=O)c1cc(-c2ccc(C)o2)nc2ccccc12)C1CCS(=O)(=O)C1 (stereo not drawn)	-5	10	0.1	24	5	11	6	13	2
c1ccc2c(c1)OCC(CNc1ncnc3nc[nH]c13)O2 (stereo not drawn)	1	-3	-0.2	-76	25	1	10	1	2
CC(OC(=O)C1CCCCC1)C(=O)Nc1cccc([N+](=O)[O-])c1 (stereo not drawn)	-3	13	2.8	20	26	15	28	-5	-3
CCC(=O)Nc1ccc2c(c1)nc(CCN1CCN(c3ccccc3)CC1)n2C	-2	-8	1.4	7	-1	6	10	-4	1
O=C(O)c1ccc(C(=O)c2ccc3c(c2)C(=O)N(CCO)C3=O)cc1	-3	-10	-1.5	8	-4	-5	7	-7	1
Cc1ccc(COc2cccc(/C=N/NC(=O)c3nnn(-c4nonc4N)c3C)c2)cc1	2	11	6.5	-39	56*	-28	2	9	-4
Cc1ccccc1-c1nc(CS(=O)(=O)CC(=O)NCCCN2CCCC2=O)c(C)o1	1	-7	-1.2	12	5	-3	5	-5	-1
Cc1[nH][nH]c(=O)c1C(c1ccc(-c2ccc(Cl)cc2)o1)c1c(C)[nH][nH]c1=O	-2	67*	29	13	19	23	85*	3	8
O=C(Cc1ccccc1[N+](=O)[O-])OCC(=O)N1CCN(c2ccccc2)CC1	10	13	2.4	-4	5	5	8	2	-5
CCC(=O)N1CCc2cc(S(=O)(=O)CCC(=O)NCCc3ccc(S(N)(=O)=O)cc3)ccc21	2	-2	-0.6	17	15	1	-3	7	-2
CCNC(=S)N/N=C(\C)c1ccco1	-3	-19	-2.2	2	10	5	-9	-13	1
COc1ccc(-n2nc(C(=O)NCC(=O)NCC3CCCO3)c3ccccc3c2=O)cc1 (stereo not drawn)	-5	8	0.4	7	-9	-7	10	-1	1

Not all compounds are listed (hit frequency here may not be typical).
